Compound activity as filed in PubChem.
TDP1 block = blocks human tyrosyl-DNA phosphodiesterase 1 | Potency, µM (series often up to 130 µM), inactives show at the highest dose activity change, negative = inhibition, actives largely listed as inhibitors | Q9NUW8 | 350,000 tested, 0.28% active | recombinant TDP1, AlphaScreen DNA substrate cleavage; also: nearly all actives have a fitted effect of over 40% in size
Target sequence (Q9NUW8 whole entry, looked up): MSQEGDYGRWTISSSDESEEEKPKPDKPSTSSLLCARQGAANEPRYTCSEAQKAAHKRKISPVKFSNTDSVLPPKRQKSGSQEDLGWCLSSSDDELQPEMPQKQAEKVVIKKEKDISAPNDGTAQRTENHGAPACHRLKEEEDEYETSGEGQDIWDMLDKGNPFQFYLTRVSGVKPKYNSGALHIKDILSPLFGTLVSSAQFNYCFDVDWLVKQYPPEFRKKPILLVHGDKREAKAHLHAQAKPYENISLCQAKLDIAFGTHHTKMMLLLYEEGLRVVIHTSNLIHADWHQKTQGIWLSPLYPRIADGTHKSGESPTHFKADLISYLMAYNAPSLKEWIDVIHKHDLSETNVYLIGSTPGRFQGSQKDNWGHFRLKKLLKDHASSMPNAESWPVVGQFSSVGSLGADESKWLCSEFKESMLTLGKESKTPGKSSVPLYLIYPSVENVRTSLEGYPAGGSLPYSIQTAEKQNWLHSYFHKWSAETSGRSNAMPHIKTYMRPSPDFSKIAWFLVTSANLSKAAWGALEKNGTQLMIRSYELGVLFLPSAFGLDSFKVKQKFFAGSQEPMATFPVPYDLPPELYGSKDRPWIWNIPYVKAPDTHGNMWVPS
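Signal: AlphaScreen proximity between streptavidin donor and anti-FITC acceptor beads on intact substrate. Reaction: Tdp1 1 nM, substrate 15 nM final, 5 min RT after 15 min compound preincubation.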
DT40 TDP1 CPT = DT40-hTDP1 cell growth loss with CPT | chicken DT40 Tdp1-/-;hTDP1 cells + 20 nM CPT, ATP luminescence, 48 h | Potency, µM (highest dose often 46.2 µM), without a hit: at the highest dose activity change, negative = growth inhibition, hits mostly inhibitors | 420,000 tested, 12% active | AID 686979; also: nearly all actives have a fitted effect of over 55% in size
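Cell growth measured by CellTiter-Glo luminescence after a minimum 48 h, 37 C compound exposure with 20 nM CPT in Tdp1-knockout DT40 cells stably expressing hTDP1, seeded 400/well; qHTS titration format.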
TDP1 cell noCPT = qHTS for Inhibitors of human tyrosyl-DNA phosphodiesterase 1 (TDP1): qHTS in cells in absence of CPT; Potency, µM (series often up to 46.2 µM), for inactives: at the highest dose activity change, negative = growth inhibition, usual class: inhibitors; 420,000 tested, 15% active; DT40 Tdp1-/- hTDP1 cells, no CPT, ATP luminescence, 48 h; also: nearly all actives have a fitted effect of over 55% in size
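Seeded 400 DT40-hTDP1 cells/well (vehicle DMSO, no 20 nM CPT); pinned compounds; ≥48 hr at 37 °C; CellTiter-Glo luminescence as viability measure.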
Active calls of the source: *; ? = inconclusive; nt = no result given; [ ] = dose if it differs, or a comment. Calls follow the shape of the dose curve; as a rule, active = well fitted curve in the direction sought with a large enough effect; inconclusive = small, poorly fitted or top-dose-only effect, or another doubt; inactive = no such curve, though single readings can be large; an effect the other way counts as inactive or inconclusive. % is scaled to controls: 0 for no effect and ±100 for the full control effect; potency is read from the fitted curve at half-maximal effect.

Screens in order: TDP1 block, DT40 TDP1 CPT, TDP1 cell noCPT
COCCNC(=O)c1ccc(-c2csc(C)n2)cc1
  0%, -2%, 3%
CCc1nnc(NS(=O)(=O)c2ccc(NC(=O)/C=C/c3ccccc3Cl)cc2)s1
  5%, 14%, -15%
CCOCC(=O)Nc1cc(-c2cn3cccnc3n2)ccc1C
  -1%, -4%, -14%
COc1ccc(N2C(=O)CCC(C(=O)Nc3cccc(C)n3)C2c2ccc(OC)c(OC)c2)cc1 (configuration not stated)
  5%, -5%, 4%
COc1ccccc1Nc1cc(C(=O)NC2CCC(C)CC2)c2ccccc2n1 (configuration not stated)
  -2%, 3%, -22%
O=C(COC(=O)Cn1cnc2ccccc2c1=O)Nc1ccc2c(c1)OCO2
  0%, 16%, 1%
Cc1cc(C(=O)N/N=C\C(Br)=C\c2ccccc2)c(C)o1
  9%, 8.2µM*, 16µM*
O=C(/C=C/c1ccccc1O)c1ccco1
  nt, 18µM*, 21µM*
O=C(O)c1ccc(/C=N/NC(=O)c2ccc(CN3c4cccc5cccc(c45)S3(=O)=O)cc2)cc1
  nt, -5%, 20%
Cc1ccccc1-n1c(-c2ccoc2C)n[nH]c1=S
  -3%, ?, ?

The list goes on; it opens with the six that closed the last part.
Screens in order: TDP1 block, DT40 TDP1 CPT, TDP1 cell noCPT
COc1ccccc1Nc1cc(C(=O)NC2CCC(C)CC2)c2ccccc2n1 (configuration not stated)
  -2%, 3%, -22%
O=C(COC(=O)Cn1cnc2ccccc2c1=O)Nc1ccc2c(c1)OCO2
  0%, 16%, 1%
Cc1cc(C(=O)N/N=C\C(Br)=C\c2ccccc2)c(C)o1
  9%, 8.2µM*, 16µM*
O=C(/C=C/c1ccccc1O)c1ccco1
  nt, 18µM*, 21µM*
O=C(O)c1ccc(/C=N/NC(=O)c2ccc(CN3c4cccc5cccc(c45)S3(=O)=O)cc2)cc1
  nt, -5%, 20%
Cc1ccccc1-n1c(-c2ccoc2C)n[nH]c1=S
  -3%, ?, ?
O=C1NC(Cc2c[nH]c3ccccc23)C(=O)N1Cc1ccc(CN2C(=O)NC(Cc3c[nH]c4ccccc34)C2=O)cc1 (configuration not stated)
  3%, ?, 23µM*
CCCCC[C@H]1CN(Cc2ccccc2)C(=O)[C@@H]1CC(=O)NCc1ccc(OC)cc1
  nt, 21µM*, 16µM*
CC(=O)CCn1cnc([N+](=O)[O-])n1
  6%, -8%, -8%
O=C(Nc1nc2c(s1)CCCC2)C1COc2ccccc2O1 (configuration not stated)
  8%, ?, ?
Cc1cc(C)nc(N2CCCC(C(=O)NNC(=O)c3ccncc3)C2)n1 (configuration not stated)
  nt, -1%, -18%
COc1ccccc1NC(=O)CSc1oc(-c2ccco2)nc1S(=O)(=O)c1ccc(Br)cc1
  0%, ?, ?
CCCc1ccc(C(C)NC(=S)NC2CCCCC2)cc1 (configuration not stated)
  4%, ?, ?
Cc1ccccc1-n1c(SCc2ccc(Cl)cc2)nc2[nH]ncc2c1=O
  13%, 16µM*, 18µM*
COc1ccc(/C=C/C(=O)OCC(=O)Nc2ccc3c(c2)OCO3)cc1
  1%, -26%, 0%
CCN1C(=O)c2cccc3c(S(=O)(=O)N4CCC(C)CC4)ccc1c23
  -11%, ?, ?
COc1ccc(OC)c(/C=C/C(=O)OCC(=O)Nc2cccc(Oc3ccccc3)c2)c1
  -5%, ?, ?
COc1ccccc1CNC(=O)c1ccc(CS(=O)Cc2cccc(Cl)c2)o1 (configuration not stated)
  1%, ?, ?
Cc1ccccc1C(=O)N=c1ccn(-c2nc3ccccc3nc2NS(=O)(=O)c2ccccc2)cc1
  2%, -3%, -30%
CC(C)(C)CN1CCC(Oc2cccc(C(=O)N3CCNC(=O)C3(C)C)c2)CC1
  2%, -10%, 13%
COc1ccc(OC)c(CC2C(=O)Nc3ccc(Br)cc32)c1 (configuration not stated)
  8%, 10µM*, 7.3µM*
O=C(CN1CCN(c2ncccn2)CC1)N1CCCc2c1c(=O)oc1ccc(O)cc21
  0%, ?, ?
S=C(Nc1ccc(Br)cc1)N1CCCC1
  3%, 1%, -2%
COc1ccc(NC(=O)C(NC(C)=O)C(=O)NCc2ccccc2Cl)cc1 (configuration not stated)
  3%, ?, ?
O=C1CCCC2=C1C(c1ccccc1)NC(=S)N2 (configuration not stated)
  5%, 1%, -19%
Cc1ccc(N2C(=O)C3CCCN3C2=S)cc1Cl (configuration not stated)
  nt, -16%, 14%
CCOc1ccc(-c2cn3c(n2)sc2cc(C(=O)NCCCN(CC)CC)ccc23)cc1
  1%, 0.73µM*, 0.82µM*
COCc1c(C(=O)OCc2nnc(-c3ccc([N+](=O)[O-])cc3)o2)oc2ccccc12
  3%, -15%, -24%
CCOc1ccc(C2CC(c3cccc(OC)c3)n3nc(N)nc3N2)cc1 (configuration not stated)
  7%, 4%, -18%
O=C(Nc1ccncc1)C1C(=O)c2ccccc2N(Cc2ccccc2)C1=O (configuration not stated)
  0%, 1µM*, 0.71µM*
CC(=O)C(Sc1nc(N2CCOCC2)nc(N2CCOCC2)n1)C(=O)Nc1ccccc1 (configuration not stated)
  3%, -7%, -10%
CC(C)(O)[C@@H]1CC(=O)[C@]2(C)[C@H](CC[C@@]3(C)[C@H](c4ccoc4)OC(=O)[C@H]4O[C@]432)[C@@]1(C)/C=C\C(=O)O
  1%, 6%, 3%
O=C(c1cn(-c2ccccc2)nc1-c1cccnc1)N1CCN(S(=O)(=O)c2ccc(Cl)cc2)CC1
  nt, ?, ?
COc1ccc(C2CC(=O)Oc3cc(O)cc(O)c32)cc1 (configuration not stated)
  nt, -10%, -10%
CN(CCCNC(=O)Cn1ncc2c([nH]c3ccccc32)c1=O)Cc1ccccc1
  -1%, -7%, -25%
CC(CC(=O)Nc1ccc(C(N)=O)cc1)c1ccccc1 (configuration not stated)
  2%, -29%, -21%
Fc1ccccc1CNCCC(Cc1ccccc1)c1ccc2c(c1)OCO2 (configuration not stated)
  5%, ?, ?
COc1ccccc1OCCCC(=O)Nc1ccc2c(c1)OCCO2
  6%, -8%, -24%
Cc1ccc(CNC(=O)C2CCN(S(=O)(=O)c3cccs3)CC2)o1
  4%[56.1 µM], -2%, -12%
O=C(CN1C(=O)S/C(=C\c2ccccc2)C1=O)NCCCn1ccnc1
  5%, ?, -2%
CCOC(=O)c1c(C)[nH]c(C(=O)COC(=O)c2cccnc2Cl)c1C
  -1%, ?, ?
COc1ccc(NC(=O)C(CCCCNC(=O)OC(C)(C)C)NC(=O)OCc2ccccc2)cc1 (configuration not stated)
  -2%, -2%, -10%
O=C(N/N=C/C=C/c1ccccc1)c1ccc(Br)cc1
  9%, -20%, -24%
C#CCOCCOCCOCCNc1nc(N2CCN(C(=O)[C@H]([C@@H](C)CC)n3cc(CCCN=C(N)N)nn3)CC2)nc(N2CCN(C(=O)[C@H](Cc3ccc(O)cc3)n3cc(CCO)nn3)CC2)n1
  5%, -9%, -6%
CCC(=O)N1CCc2cc(S(=O)(=O)CCC(=O)Nc3ccc(OC)c(OC)c3)ccc21
  5%, 5%, 26%
CC1CCc2nc(NC(=O)CN3CCN(c4ccccc4)CC3)sc2C1 (configuration not stated)
  10%, ?, 21µM*
O=C(CN1CCN(C(=S)NC2CCCC2)CC1)Nc1ccc(Oc2ccccc2)cc1
  5%, ?, ?
CCC(NC(=O)CNC(=O)c1ccc2c(c1)OCO2)c1ccc(Br)cc1 (configuration not stated)
  -3%, -28%, -27%
CCOC(=O)N1CCN(C(=O)c2ccc(C#CC3(O)CCCCC3)cc2)CC1
  7%, -29%, ?
Cc1ccc(C(=O)NCC(=O)OCC(=O)Nc2ccccc2[N+](=O)[O-])cc1
  -3%, -25%, 9%
CNc1nccc(-c2ccc(F)cc2)c1C#N
  0%, 7%, -13%
CC(=O)Nc1ccc(C(=O)NNC(=O)c2cccs2)cc1
  0%, 19%, -4%
CC(=O)NC1(C(F)(F)F)C(=O)Nc2c1c(=O)[nH]c(=O)n2Cc1ccco1 (configuration not stated)
  -2%, -6%, -3%
OCC(O)C(O)C(O)C(O)c1nc2ccccc2[nH]1 (configuration not stated)
  7%, 12%, 7%
COc1cc(NC(=O)c2ccccc2[N+](=O)[O-])c(C(=O)O)cc1OC
  -8%, -1%, -4%
Cc1ccc(NC(=O)C(C)OC(=O)/C=C/c2ccccc2)cc1S(=O)(=O)N1CCOCC1 (configuration not stated)
  -1%, ?, ?

Further structures follow:
Screens in order: TDP1 block, DT40 TDP1 CPT, TDP1 cell noCPT
CC(O)(c1ccc(F)c(F)c1)c1nc(-c2cccc(F)c2)cs1 (configuration not stated)
  nt, ?, ?
Cc1cc2nc(-c3ccc(Cl)cc3)c(Cc3cccc(Cl)c3)n2c(C)c1Br
  nt, -20%, -25%
Cc1ccc(-n2c(SCc3nc4ccccc4c(=O)[nH]3)nnc2-c2ccccc2O)cc1
  4%, -56%, -82%
O=C(c1ccccc1)N1CCN(C(=O)c2ccc([N+](=O)[O-])cc2)CC1
  0%, -30%, -6%
CC(NC(=O)c1ccc2c(c1)OCO2)C1CCCO1 (configuration not stated)
  -2%, -16%, ?
Cc1cc(O)c(Oc2cc(C)cc(O)c2O)c(O)c1
  4%, 4.6µM*, 5.2µM*
O=C(NCCCO)C(=O)NCC1OCCCN1S(=O)(=O)c1cccs1 (configuration not stated)
  3%, -20%, 8%
CCCCC/C=C\C\C=C/C=C/C=C/[C@@H](SC[C@H](NC(=O)CC[C@H](N)C(=O)O)C(=O)NCC(=O)O)[C@@H](O)CCCC(=O)O
  0%, 13%[0.628 µM], 4%[0.628 µM]
OCCC1CN(Cc2cccc3nccnc23)CCN1C1CCCC1 (configuration not stated)
  nt, 4%, -5%
COc1ccc(OC)c(S(=O)(=O)N2CCN(Cc3ccccc3)CC2)c1
  -9%, -6%, ?
CCOC(=O)c1cc(CC)sc1NC(=O)C(c1ccccc1)c1ccccc1
  -10%, ?, ?
Cc1cccc(-n2c(-c3ccccc3)c[nH]c2=S)c1C
  14%, ?, 12µM*
O=C(OCCN=C1NS(=O)(=O)c2ccccc21)c1ccccc1F
  6%, -25%, -28%
CCN(CCn1cccn1)Cc1c(C(=O)N2CCCCCCC2)nc2ccc(Cl)cn12
  -2%, ?, -25%
CC(=O)NCC(=O)OCC(=O)c1ccc(C)cc1
  4%, -12%, -3%
CCCc1cc(=O)oc2c(C)c(OC(C)C(=O)NCc3ccccn3)ccc12 (configuration not stated)
  1%, ?, ?
COc1ccc(CNC(=O)C2CCN(C(=O)c3sccc3-n3cccc3)CC2)cc1
  5%, -3%, 9%
CCOc1ccccc1OCCCC(=O)Nc1cccc(S(=O)(=O)N2CCOCC2)c1
  1%, ?, ?
CCCn1c(N)c(N(CCOC)C(=O)COC(=O)COc2c(C)cc(C)cc2C)c(=O)[nH]c1=O
  nt, -9%, -29%
Cc1cccc(-n2nnc3c(=O)n(Cc4ccccn4)cnc32)c1
  3%, 18%, -17%

Compound profiles (already shown). Order of screens: TDP1 block, DT40 TDP1 CPT, TDP1 cell noCPT
`Cc1cc(C(=O)N/N=C\C(Br)=C\c2ccccc2)c(C)o1` as listed: 9%, 8.2µM*, 16µM*
`CC(O)(c1ccc(F)c(F)c1)c1nc(-c2cccc(F)c2)cs1` (configuration not stated) as listed: nt, ?, ?
`CNc1nccc(-c2ccc(F)cc2)c1C#N` as listed: 0%, 7%, -13%
`O=C(CN1CCN(c2ncccn2)CC1)N1CCCc2c1c(=O)oc1ccc(O)cc21` as listed: 0%, ?, ?

Following part.
Screens in order: TDP1 block, DT40 TDP1 CPT, TDP1 cell noCPT
c1ccc(-c2c[n+]3c(n2-c2ccccc2)SCC3)cc1
  3%, ?, 21µM*
O=C(NC(c1ccccc1)c1ccccc1)N1CCN(CCO)CC1
  2%, 0%, -19%
CCCCCC(=O)N1CCN(S(=O)(=O)c2ccc3c(c2)OCCCO3)CC1
  -1%, ?, -29%
Cc1ccc(S/C=C\C(=O)c2ccccc2)cc1
  -2%, 21µM*, 21µM*
CCCn1c2ccccc2c2nnc(SCC(=O)Nc3cc(C)on3)nc21
  9%, -19%, ?
Cc1ccc2nc(C(Cl)(Cl)Cl)nc(N/N=C/c3ccncc3)c2c1
  -11%, -20%, ?
COc1ccc(NC(=O)CN(C)C(=O)CCCN2C(=O)c3cccc4cccc(c34)C2=O)cc1
  -2%[0.505 µM], -5%, -26%
Cc1cccc(CNC(=O)c2ccc(NC(=O)C3=CSCCO3)cc2)c1
  1%, ?, ?
CCCn1c(SCC(=O)Nc2nnc(-c3ccccc3)s2)nnc1-c1ccccn1
  -3%, -8%, ?
COc1cc(CNCc2ccco2)cc(OC)c1O
  nt, -3%, 11%
CCc1ccccc1OCC(=O)Nc1cccc(S(=O)(=O)NC2=NCCCCC2)c1
  2%, 18µM*, ?
